# TDP1 block = blocks human tyrosyl-DNA phosphodiesterase 1; recombinant TDP1, AlphaScreen DNA substrate cleavage; Potency, µM (top dose mostly 130 µM), for inactives: top-dose activity change, negative = inhibition, actives largely listed as inhibitors; 350,000 tested, 0.28% active; Q9NUW8; AID 485290; further: nearly all actives have a fitted effect of over 40% in size
# Target sequence (Q9NUW8 whole entry, looked up): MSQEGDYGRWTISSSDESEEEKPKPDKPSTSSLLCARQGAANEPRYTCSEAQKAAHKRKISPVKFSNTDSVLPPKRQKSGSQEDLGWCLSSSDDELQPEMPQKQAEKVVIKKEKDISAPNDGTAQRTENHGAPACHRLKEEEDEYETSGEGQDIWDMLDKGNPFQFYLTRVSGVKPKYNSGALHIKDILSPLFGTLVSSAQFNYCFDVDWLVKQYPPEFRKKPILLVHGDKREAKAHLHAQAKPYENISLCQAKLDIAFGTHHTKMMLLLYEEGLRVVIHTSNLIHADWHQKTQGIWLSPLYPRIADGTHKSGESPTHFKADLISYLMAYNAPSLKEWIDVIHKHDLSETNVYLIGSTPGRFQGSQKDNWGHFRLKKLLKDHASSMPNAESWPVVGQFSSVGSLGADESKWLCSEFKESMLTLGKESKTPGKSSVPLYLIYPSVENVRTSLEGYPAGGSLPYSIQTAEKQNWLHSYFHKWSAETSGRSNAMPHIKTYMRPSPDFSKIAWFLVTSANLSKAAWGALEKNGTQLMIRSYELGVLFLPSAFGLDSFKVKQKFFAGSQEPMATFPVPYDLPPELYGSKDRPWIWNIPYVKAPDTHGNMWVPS
#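 Here, a 5' biotin and 3' phosphotyrosine-FITC DNA oligonucleotide reports Tdp1 activity: intact substrate bridges AlphaScreen beads, while cleavage leaves a 3' phosphate and drops signal. All incubations at room temperature.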
# DT40 TDP1 CPT = growth inhibition of DT40 Tdp1-/-;hTDP1 cells with camptothecin (screen for TDP1 inhibitors); AID 686979; Potency, µM (highest dose often 46.2 µM), for inactives: top-dose activity change, negative = growth inhibition, usual class: inhibitors; 420,000 tested, 12% active; chicken DT40 Tdp1-/-;hTDP1 cells + 20 nM CPT, ATP luminescence, 48 h; further: nearly all actives have a fitted effect of over 55% in size
#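 Chicken DT40 Tdp1-/- cells stably complemented with human TDP1 were seeded at 400 cells/well in medium containing 20 nM camptothecin, exposed to pin-transferred compounds, and grown at 37 °C for at least 48 hr. Viability was read as ATP luminescence.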
# TDP1 cell noCPT = qHTS for Inhibitors of human tyrosyl-DNA phosphodiesterase 1 (TDP1): qHTS in cells in absence of CPT. DT40 Tdp1-/- hTDP1 cells, no CPT, ATP luminescence, 48 h. Potency, µM (highest dose often 46.2 µM), for inactives: at the highest dose activity change, negative = growth inhibition, actives largely listed as inhibitors. 420,000 tested, 15% active. AID 686978, 2013; further: nearly all actives have a fitted effect of over 55% in size
#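 No-CPT arm: Tdp1-/-;hTDP1 DT40 cells (400/well) plus compounds, incubated ≥48 hr at 37 °C. Readout CellTiter-Glo luminescence.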
# The depositor's hits bear a star; ? = inconclusive; . = not tested or not shown; & = joins results of further samples; [ ] = remark or other dose. The call rests on the fitted dose curve; in most records, active means well fitted curve in the direction sought with a large enough effect; inconclusive means small, poorly fitted or top-dose-only effect, or another doubt; inactive means no such curve, though single readings can be large; an effect the other way counts as inactive or inconclusive. On the % scale 0 is the no-effect control and ±100 the full control effect; potency means the concentration at half of the fitted maximal effect. No enrichment for hits; about 18% have a hit in one of these screens.
# Below each SMILES – TDP1 cell noCPT	TDP1 block	DT40 TDP1 CPT
1. Cc1nn(C)c(Oc2ccccc2)c1CCNC(=O)C(C)(C)C
  -2%	5%	-4%
2. COc1cccc(N(CC(=O)NC2CCCCC2)C(=O)CCCC(=O)Nc2ccccn2)c1
  0%	1%	-1%
3. Cc1cc(C)n2cc(CSc3nnc(N)s3)nc2n1
  -12%	4%	-3%
4. CCN1/C(=C\C=C2\C(=O)N(c3ccccc3)C(=S)N2C)Sc2ccccc21
  10µM*	5%	?
5. Cc1ccccc1NC(=O)C(C#N)Cc1cccnc1 (stereo not given)
  5%	5%	-3%
6. COc1ccc(C(=O)NCC(c2cccs2)S(=O)(=O)c2ccc(C)cc2)cc1 (stereo not given)
  15µM*	3%	23µM*
7. O=C(Nc1ccc(Cl)cc1C(=O)Nc1ccc(Br)cn1)c1ccco1
  ?	1%	?
8. CC(=O)NC(CC(=O)N(Cc1ccccc1)c1ccc(C)cc1)c1ccccc1 (stereo not given)
  ?	8%	-29%
9. Cc1ccccc1Cn1c(C)c(C(=O)N(C)Cc2ccc(F)cc2)sc1=O
  18µM*	.	?
10. CCN1CCN(CCOc2ccc(Br)cc2C)CC1
  ?	.	?
11. O=C(NCc1ccccn1)c1ccc(Cl)c(S(=O)(=O)N2CCCCC2)c1
  ?	4%	?
12. COc1cc(C(=O)O/N=C(\N)c2cccc([N+](=O)[O-])c2)cc(OC)c1OC
  -8%	.	-9%
13. Cn1nc(C2CC2)cc1NC(=O)C1(C)CCN1C(=O)c1ccccc1CCc1ccccc1 (stereo not given)
  16µM*	.	29µM*
14. O=C(NCc1cccs1)c1cc(S(=O)(=O)N2CCOCC2)c(Cl)cc1Cl
  -15%	-9%[56.1 µM]	4%
15. Cc1nc(NC(=O)CCc2ccccc2)ccc1Br
  -10%	1%	-13%
16. O=C(CN1CCN(Cc2ccccc2)CC1)c1ccccc1
  -21%	2%	-5%
17. O=[N+]([O-])c1cc(-c2ncccn2)c([N+](=O)[O-])s1
  2.9µM*	0%	2.3µM*
18. COc1ccc(OC)c(-c2nc(CN(C)C(C)c3ccncn3)c(C)o2)c1 (stereo not given)
  ?	4%	0%
19. COC(=O)c1scc(C)c1N1C(=O)c2ccccc2C1=O
  0%	0%	-3%
20. COc1ccc(CCNC(=O)CCc2c(C)c3cc4c(C)coc4cc3oc2=O)cc1
  ?	-1%	?

# (continued)
# Below each SMILES – TDP1 cell noCPT	TDP1 block	DT40 TDP1 CPT
21. c1ccc(CCCN2CCN(c3ccccc3)CC2)cc1
  -7%	.	13%
22. CCO[C@H]1OC(C(=O)Nc2ccccc2)=C[C@@H](c2csc3ccccc23)[C@@H]1CCCO
  -101%	5%	?
23. COC(=O)Cn1c(C(=O)N2CCCC2)cc2c1C[C@H]1CN(C(=O)c3ccccc3)[C@@](Cc3ccc(F)cc3)(C(=O)OC)[C@@H]21
  -25%	7%&9%	?
24. COc1ccc(Cl)c(NC(=O)C/C(C)=N/NC(=O)CCc2ccccc2)c1
  -18%	4%	-15%
25. Cc1nc2c(-c3ccc(F)cc3)c(C)nn2c(C)c1CCC(=O)NCc1cccc(Cl)c1
  ?	-1%	?
26. O=C(COC(=O)COc1ccccc1)Nc1cccc([N+](=O)[O-])c1
  -12%	2%	-6%
27. O=c1ccc2c([nH]1)CCCCCCCCCC2
  -5%	.	-21%
28. O=CC1=C(c2ccccc2)Oc2ccccc2O1
  ?	.	?
29. COc1cccc(-c2nc(OC(C)C)c3ccccc3n2)c1
  ?	-7%	?
30. CCc1ccc2nc(Nc3ncc(C(C)=O)c(C)n3)nc(C)c2c1
  ?	.	?
31. c1ccc2c(c1)ncn2-c1ccc(-c2ccnc(-c3ccncc3)n2)cc1
  ?	8%	-29%
32. Cc1nc2ccc(S(=O)(=O)c3ccc4nc(C)[nH]c4c3)cc2[nH]1
  -23%	5%	-19%
33. C[C@H](CO)N1C[C@H](C)[C@@H](CN(C)S(=O)(=O)c2ccccc2)Oc2ccc(NC(=O)C3CCCCC3)cc2C1=O
  ?	0%	?
34. CCCCCn1cnc2c(=S)nc(N)[nH]c21
  ?	.	-25%
35. COc1ccc(NC(=O)[C@@H](NC(=O)c2ccccc2)C(C)C)cc1S(=O)(=O)N1CCCCC1
  ?	6%	?
36. Cc1c(C(=O)NCCc2ccc(Cl)cc2)sc2nc3n(c(=O)c12)CCC3
  -22%	2%	?
37. O=S(=O)(NCCOCCNS(=O)(=O)c1ccccc1)c1ccccc1
  2%	4%	-8%
38. CCOC(=O)N1CC(=O)Nc2ccc(Br)cc2C1c1ccccc1 (stereo not given)
  -24%	.	?
39. O=[N+]([O-])c1ccccc1C=NNC(=S)NN=Cc1ccccc1[N+](=O)[O-]
  3.3µM*	.	6.5µM*
40. COCCN(C(=O)COC(=O)c1nc(Cl)ccc1Cl)c1c(N)n(Cc2ccccc2)c(=O)[nH]c1=O
  -7%	-10%	-17%

# More entries follow.
# Below each SMILES – TDP1 cell noCPT	TDP1 block	DT40 TDP1 CPT
41. Cc1cc(C)cc(NC(=O)CN(C)S(=O)(=O)c2cnc[nH]2)c1
  -3%	2%	18%
42. CCn1cc(C(=O)N(C)Cc2ccccc2)c(=O)c2cc(S(=O)(=O)N3CCc4ccccc4C3)ccc21
  ?	2%	?
43. O=C(O)c1ccc(N(Cc2ccccc2)S(=O)(=O)c2ccccc2)cc1
  9%&5%	.	3%&5%
44. Cc1ccc(NC(=O)c2ccc(-c3cccc(Cl)c3C)o2)cc1
  ?	-2%[12.3 µM]	-23%
45. Cc1ccc(Cn2c(C(=O)O)c(CNC3CCCCC3)c3ccc(C)cc32)cc1
  -15%	8%	?
46. O=C(CSc1ccc2ccccc2c1)NC1CCCc2ccccc21 (stereo not given)
  ?	-1%	-14%
47. CCC(=O)c1ccc(OCC(=O)OCC(=O)NCC2CCCO2)cc1 (stereo not given)
  24%	4%	-7%
48. Cn1c(=O)c2c(SCc3cccnc3)nc(CC(C)(C)C)nc2n(C)c1=O
  18µM*	1%	15µM*
49. CCC(C)c1ccccc1OCC(=O)Nc1ccc(S(=O)(=O)Nc2cc(C)on2)cc1 (stereo not given)
  -22%	1%	-14%
50. CC(=O)Nc1ccc(S(=O)(=O)NC2C3(C)CCC(C3)C2(C)C)cc1 (stereo not given)
  5%	.	-22%
51. CC(C)(C)NC(=O)C(c1ccc(-c2ccccc2)cc1)N(C[C@H]1CC[C@@H]([C@@H]2CC[C@H](CO)O2)O1)C(=O)c1ccccc1F (stereo not given in full)
  16µM*	-1%[56.1 µM]	29µM*
52. Cc1c(C(=O)Nc2ccc(F)c(F)c2)oc2ccc(S(=O)(=O)N(C)C3CCCCC3)cc12
  15µM*	5%	18µM*
53. CN(Cc1cnn(C)c1)C(=O)C1CCC(=O)N(Cc2cccc(F)c2)C1 (stereo not given)
  10%	5%	15%
54. CC(=O)Nc1ccc(S(=O)(=O)Nc2ccccc2C(=O)N2CCCC2)cc1
  -25%	.	2%
55. Cc1nccn1CCCNC(=O)CC1C(=O)NCCN1Cc1ccc(Cl)c(F)c1 (stereo not given)
  -10%	4%	10%
56. COCc1nnc(NC(=O)c2cc3ccccc3o2)s1
  ?	.	-4%
57. COc1ccc(CCNC(=O)c2ccc(NC3=NC4CS(=O)(=O)CC4S3)cc2)cc1OC (stereo not given)
  16%	1%	2%
58. CC(=O)CCc1c(C)c2cccc(C)c2[nH]c1=O
  ?	5%	18µM*
59. CCC(=O)Nc1ccc(C(=O)CSc2nnc(-c3ccccc3F)n2C2CC2)cc1
  ?	-3%	?
60. NC(=O)C1(N2CCCCC2)CCN(C(=S)NCCc2ccccc2)CC1
  -4%	-3%	-2%

# Next results follow:
# Below each SMILES – TDP1 cell noCPT	TDP1 block	DT40 TDP1 CPT
61. COc1ccccc1/C=C/C(=O)/C=C/c1ccccc1O
  2.9µM*	8%	2.9µM*
62. CC(=O)CSc1ncnc2c1oc1ccccc12
  -16%	3%	-5%
63. N#C/C(=C\c1c(Oc2ccc(F)cc2)nc2ccccn2c1=O)c1nc2ccccc2s1
  12µM*	-6%	?
64. CCN(CC)C(=O)c1sc(NC(=S)N2CCN(C(=O)C3CCCO3)CC2)c(C(=O)OC)c1C (stereo not given)
  ?	6%	?
65. O=C(CC[C@H]1O[C@@H](n2cnc3c(NC(=O)c4ccccc4)ncnc32)[C@H](O)[C@@H]1O)NCc1ccccn1
  1%	.	-2%
66. COc1ccc(N(CCC(=O)Nc2ccccc2F)S(=O)(=O)c2ccc(C)cc2C)cc1
  ?	.	?
67. CN(c1cccc(NC(=O)c2ccc(Cl)c(S(=O)(=O)N3CCOCC3)c2)c1)S(C)(=O)=O
  12µM*	1%	?
68. O=C(COc1ccc(S(=O)(=O)N2CCCC2)cc1)N1CCCC1
  9%	.	-10%
69. CCc1cccc(NC(=O)CC2Oc3ccccc3NC2=O)c1 (stereo not given)
  ?	.	-1%
70. NC(=O)CSc1nnc(COc2ccccc2)n1N
  -15%	.	-3%
71. Cc1ccc(S(=O)(=O)Nc2ccc(Cl)cn2)cc1
  -15%	.	29%
72. Nc1cccc(/C=C/c2ccncc2)c1
  2%	.	0%
73. CCCc1nnc(NC(=O)Cn2c(=O)oc3cc(Br)ccc32)s1
  8%	-2%	?
74. CCC1(C)OC(=O)NN(c2ccc(C)cc2)C1(C)O (stereo not given)
  -5%	0%	-11%
75. CCOC(=O)C(NC(=O)Nc1ccc(Cl)cn1)(Oc1ccccc1)C(F)(F)F (stereo not given)
  22%	5%	37%[activator]
76. O=S(=O)(c1cccs1)N1CN(Cc2cccs2)c2nc3ccccc3nc21
  16µM*	0%	?
77. COc1ccc(OC)c(NC(=O)C2CCN(S(=O)(=O)c3c(C)noc3/C=C/c3ccc(C)cc3)CC2)c1
  ?	4%	-22%
